mcGAS RapidFire – inhibitors of mouse cGAS; Q8C6L5; recombinant mouse cGAS, cGAMP by RapidFire MS; inhibition, % at 12.5 µM; actives 0.18% (n = 130,000);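 active = inhibition of cGAS enzyme activity at or above 60%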;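 note: enzyme stimulated by 45 bp dsDNA with ATP and GTP substrates; cGAMP share of summed cGAMP plus half ATP and half GTP signals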
Target sequence (Q8C6L5 whole entry, looked up): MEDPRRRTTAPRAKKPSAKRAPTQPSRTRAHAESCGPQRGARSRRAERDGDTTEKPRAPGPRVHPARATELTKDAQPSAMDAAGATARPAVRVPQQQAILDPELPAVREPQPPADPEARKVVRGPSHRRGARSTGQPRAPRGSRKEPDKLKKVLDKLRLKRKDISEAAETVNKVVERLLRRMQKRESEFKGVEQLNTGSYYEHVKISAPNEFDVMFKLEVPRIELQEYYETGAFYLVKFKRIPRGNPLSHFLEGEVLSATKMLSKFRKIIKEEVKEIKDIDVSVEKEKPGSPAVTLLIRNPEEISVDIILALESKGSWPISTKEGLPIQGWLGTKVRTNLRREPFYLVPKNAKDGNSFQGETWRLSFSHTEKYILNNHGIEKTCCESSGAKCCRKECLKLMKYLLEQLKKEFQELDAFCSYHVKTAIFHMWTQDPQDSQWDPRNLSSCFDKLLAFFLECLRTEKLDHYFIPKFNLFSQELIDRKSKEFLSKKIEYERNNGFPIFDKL
An asterisk follows results filed as active; & = joins results of further samples.

canonical_smiles,mcGAS RapidFire
Cc1ccc(F)cc1S(=O)(=O)N(C)CCC=C1c2ccccc2CCc2ccccc21,1
CCOc1ccccc1-n1c(CN2CCN(C)CC2)n[nH]c1=O,-9
O=S(=O)(c1ccccc1)N1CCN(c2nccs2)CC1,0
CC1=CC(C)=NC2=C(c3ccccc3)S/C(=C3/C(=O)N(C)C(=S)N3C)N12,-6
CCc1cc(CN(C)C(=O)C(=O)c2cccn2C)on1,-3
O=C(NC1c2ccccc2-c2ccccc21)c1cccc([N+](=O)[O-])c1,-8
CCc1ccccc1NC(=O)C1CCCN1c1ncnc2ccccc12 (centres undefined),10
Cc1nc2ccccc2n1CCOC(=O)C1=COCCC1,1
O=C(NCc1nnc(-c2ccccc2)o1)c1cccc2c1OCC2,-2
CCOc1cc(Br)ccc1S(=O)(=O)NCc1ccc2c(c1)OCO2,2

An excerpt from above in order of SMILES length, high to low.
canonical_smiles,mcGAS RapidFire
CC1=CC(C)=NC2=C(c3ccccc3)S/C(=C3/C(=O)N(C)C(=S)N3C)N12,-6
Cc1ccc(F)cc1S(=O)(=O)N(C)CCC=C1c2ccccc2CCc2ccccc21,1
O=S(=O)(c1ccccc1)N1CCN(c2nccs2)CC1,0

The list goes on.
canonical_smiles,mcGAS RapidFire
O=C(NNC(=O)c1csc2c1CCCC2)c1ccc(S(=O)(=O)N2CCCC2)cc1,-8
CCOc1ccccc1C(CC(C)C)NC(=O)CN1C(=O)CCOc2ccccc21 (centres undefined),-2
O=C(Cn1c(=O)oc2ccccc21)N1CCCCC1CCc1ccccn1 (centres undefined),-13
Cc1cnc(C)c(N2CCN(C(=O)CC3C(=O)NCCN3CCc3ccccc3)CC2)n1 (centres undefined),-9
CCOC(=O)Cc1n[nH]c(=S)n1C1CCCC1,-4
CN(C(=O)c1cccc(NC(=O)N(C)C2CCS(=O)CC2)c1)c1ccccc1 (centres undefined),9
CCOC(=O)N1CCC(NCc2c(C(=O)N(C)Cc3ccccc3)nc3ccccn23)CC1,-7
CN(Cc1nccn1CC(F)(F)F)CC1OCCc2ccccc21 (centres undefined),-11
CCNC(=O)Cn1c(CO)c[nH]c1=S,-5
COC1CCCC(OC(=O)c2cnn(C)c2-n2cccc2)C1 (centres undefined),2
CSC(Nc1ccccc1)N1CCOCC1 (centres undefined),1
COc1cccc(N=Nc2c(-c3ccc([N+](=O)[O-])cc3)[nH]n(-c3ccccc3)c2=O)c1,-9
O=C(O)/C=C/C(=O)NNC(=O)C1CC2CCC1C2 (centres undefined),-7
CCOC(=O)C1=C(CN2CCNC(C)C2)N(CC)C(=O)NC1c1ccccc1C (centres undefined),-5
CNc1nnc(SC(C)c2nnc(-c3ccc(C)cc3)o2)s1 (centres undefined),-10
CCCC(=O)NC(c1ccccc1OC)c1ccc2cccnc2c1O (centres undefined),-5
COc1ccc(S(=O)(=O)NCCOc2ccccc2F)cc1[N+](=O)[O-],-4
O=C(Nc1ccc(Oc2ccc(Cl)cc2)c(Cl)c1)c1cc(I)cc(I)c1O,15
CCn1c(O)c(C(C)=Nc2sc3c(c2C#N)CCC3)c(=O)n(CC)c1=S,-4
NC(=O)CN1CCN(Cc2ccc(Cl)c3cccnc23)CC1,3

Exported as labelled records: 4 of the compounds above
CNc1nnc(SC(C)c2nnc(-c3ccc(C)cc3)o2)s1 (centres undefined)
  mcGAS RapidFire = -10

CCn1c(O)c(C(C)=Nc2sc3c(c2C#N)CCC3)c(=O)n(CC)c1=S
  mcGAS RapidFire = -4

O=C(Nc1ccc(Oc2ccc(Cl)cc2)c(Cl)c1)c1cc(I)cc(I)c1O
  mcGAS RapidFire = 15

O=C(O)/C=C/C(=O)NNC(=O)C1CC2CCC1C2 (centres undefined)
  mcGAS RapidFire = -7

(listing goes on)
canonical_smiles,mcGAS RapidFire
CC1(C)CC(=O)C2=C(C1)OC1=C(C2)C(=O)CC(C)(C)C1,-10
O=P1(NCCO)C=C(c2ccccc2)OC(c2ccccc2)=C1,-5
COC(=O)Cn1c(=O)c2c(nc(-n3nc(C)cc3C)n2C(C)C)n(C)c1=O,-5
CC(Oc1cc2oc(=O)cc(-c3ccccc3)c2cc1Cl)C(N)=O (centres undefined),1
Cc1ccc2nc(COC(=O)Cn3cnc4c3c(=O)n(C)c(=O)n4C)cc(=O)n2c1,-12
CCc1ccc2nc(NC3=NCN(CC4CCCO4)CN3)nc(C)c2c1 (centres undefined),-7
CC(C)C(=O)N1CCN(c2c(F)c(F)c(F)c(F)c2F)CC1,-45
CCCN1CCC(Cc2noc([C@@H]3CCCCN3)n2)CC1,-10
Cc1nc(-c2c(C)c(C)nn(C)c2=O)sc1C(=O)Nc1ccccc1,-12
Cc1cccc(N=Nc2c(O)[nH]c3ccc(Br)cc23)c1C,1
Nc1c(C(=O)CSc2nnc(-c3cccs3)n2C2CC2)c(=O)[nH]c(=O)n1C1CC1,5
CC1=[N+]([O-])C(C)(C)CC(C)c2ccccc21 (centres undefined),-6
Cc1ccc(C(=O)NC2COc3c2ccc(Cl)c3Cl)c(=O)[nH]1 (centres undefined),-8
CC(C(=O)Nc1ccc(Cl)cc1)n1nc(-c2ccco2)oc1=O (centres undefined),-1
Cc1ccc(C)c(S(=O)(=O)N2CCN(c3ccc([N+](=O)[O-])cn3)CC2)c1,-1
COc1cc(C2c3c(n[nH]c3C)OC(=N)C2C#N)cc(OC)c1OC (centres undefined),2
Cc1[nH]c(-c2ccoc2)nc1-c1ccccc1,-9
COCCCc1nc(-c2cc(Cl)sc2Cl)cs1,0
O=C(CCCNC(=O)c1ccc(=O)[nH]c1)Nc1ccc(Cl)cc1,2
CS(=O)c1nncn1Cc1csc(Cc2ccccc2)n1 (centres undefined),-3

Four entries picked at random from those above, as already listed:
canonical_smiles,mcGAS RapidFire
Nc1c(C(=O)CSc2nnc(-c3cccs3)n2C2CC2)c(=O)[nH]c(=O)n1C1CC1,5
COCCCc1nc(-c2cc(Cl)sc2Cl)cs1,0
CS(=O)c1nncn1Cc1csc(Cc2ccccc2)n1 (centres undefined),-3
Cc1ccc(C(=O)NC2COc3c2ccc(Cl)c3Cl)c(=O)[nH]1 (centres undefined),-8

The list goes on:
canonical_smiles,mcGAS RapidFire
CCOc1ccc(C#N)cc1NCC(=O)N1CCCC(C)C1 (centres undefined),-11
CN(C)CC1(O)CCCN(CC(=O)Nc2cnn(C)c2)CC1 (centres undefined),-6
CCOC(=O)CC1(NC(=O)C2CCC(=O)N(CCc3ccccn3)C2)CCCCC1 (centres undefined),-4&3
CCC(C)(NC(=O)c1cccc(Oc2nccs2)c1)C(=O)OC (centres undefined),-27
COc1cc(C)cc2c1OC/C(=C\c1ccc(C#N)o1)C2=O,2
FC(F)n1c(=S)[nH]c2ccccc21,-1&0
O=S(=O)(c1ccccc1Br)N1CCN(CC2CCCO2)CC1 (centres undefined),1
CCCc1noc(CN2CCN(c3ccccc3C)CC2C)n1 (centres undefined),5
O=C(Cn1ccnc1-c1ccccc1)N1CCCC2(CCNCC2)CC1,-24
O=C(O)CNc1cccc(C(=O)N2CC=CC2)c1,-5
CCc1ccc(-n2c(C)cc(C=NO)c2C)cc1,-9
c1ccc(-c2ncn(CCN3CCCC3)c2-c2nc3ccccc3[nH]2)cc1,-15
CCCCn1c(C)c(C)n2c3c(=O)n(CCC(=O)OC)c(=O)n(C)c3nc12,-3
CCC1=NOC(C(=O)NCc2csc(-c3cnccn3)n2)C1 (centres undefined),-11
O=c1cc(-c2ccccc2)nc(SCCOc2ccccc2)[nH]1,2
O=C(Nc1ccc2c(c1)CN(C(=O)Cc1ccsc1)CC2)C1CCCO1 (centres undefined),0
CC(C(=O)Nc1ccc(Br)cc1S(=O)(=O)N1CCOCC1)n1cncn1 (centres undefined),1
CC(=O)c1ccc(N2CCN(C(C)C(=O)NC3CCCCC3C)CC2)cc1 (centres undefined),-17
CCOc1ccc(-c2n[nH]c(=S)n2CC(=O)NCc2ccco2)cc1,-8
Cc1ccc(-c2nc(C=Nc3cccc(C)n3)c(O)o2)cc1,-13
Cn1cncc1C(=O)N1CC2(CCNCC2)CC1C(=O)O (centres undefined),4
O=C(NCc1nnc2n1CCCCC2)C1CC2(CCNCC2)CN1 (centres undefined),-7
CCCNCc1c(CC)nn(-c2ccc(F)cc2)c1N1CCN(C(C)C)CC1,-4
CC(C)c1cc(NCc2cccnc2N(C)Cc2ccccc2)ncn1,-26
N#Cc1ccc(S(=O)(=O)N2CCN(Cc3c(O)ccc4ccncc34)CC2)cc1,-15
CCc1nc(C)cn1S(=O)(=O)c1cc(OC)c(C)cc1C,-3
ClC1(Cl)CC1Cn1c(Cc2ccccc2)nc2ccccc21 (centres undefined),-8
CC(C)c1nc(CN(C)C(=O)c2cnn(Cc3ccccc3)c2)cs1,-7
COC(=O)c1cccc(C(=O)OC2CCOC2)c1 (centres undefined),1
CCN(CC)C(=O)COc1cc(NCc2nc(C)no2)ccc1OC,-7

Continuation.
SMILES	mcGAS RapidFire
C/C(=C\c1ccccc1)CN1[C@@H]2CC[C@H]1CN(C)C(=O)C2	-25
Cc1nn(-c2ccccc2)c(C)c1CNC(=O)CC(C)C	-20
Fc1cccc(Oc2cc(-c3ccccc3)nc(SCc3ccccc3)n2)c1	-12
CCN=c1scc(-c2ccc(OC(F)F)cc2)n1N=Cc1ccc2c(c1)OCO2	-7
O=c1ccc2cc(S(=O)(=O)Nc3ccc(Cl)cc3)ccc2o1	6
O=C(CC1Cc2ccccc2C1)N1CCC2(CCc3ccccc32)C1 (centres undefined)	-1
Cc1nc2ncccn2c1C(=O)N1CCOC(CCc2ccccc2)C1 (centres undefined)	-4
COCC(=O)NC1CCN(c2ccccc2C(=O)NCCc2ccccc2OC)CC1	-2
COc1ccc(S(=O)(=O)N2CCNC(C(=O)O)C2)c2c1CCCC2 (centres undefined)	-14
CSC(C)(C)CC(C)NC1CCN(Cc2cccnc2)CC1 (centres undefined)	-18
C#CCNS(=O)(=O)c1ccc(C(=O)NC(C)c2ccccc2OC)cc1 (centres undefined)	-9
CN1CCCC2(CCN(C(=O)CCn3ccc(=O)[nH]c3=O)C2)C1=O (centres undefined)	-6
O=C1CSC(c2cccnc2)N1c1ccc(F)cc1 (centres undefined)	-8
CC(=O)N1CCN(C(=O)c2c(-c3ccccc3)nn(-c3ccccc3)c2C)CC1	-8
COCCN1N=C(c2ccc(F)cc2)Cn2c1nc1c2c(=O)n(C)c(=O)n1C	-13
O=C(c1ccccc1Oc1cccc(Br)c1)N1CCC(O)CC1	0
O=C1c2ccccc2C(O)(c2ccccc2)N1CCc1ccccc1 (centres undefined)	-4
CC(Oc1ccccc1)C(=O)NC12CC3CC(CC(C3)C1)C2 (centres undefined)	-6
CC1CCCN(C(=O)CSc2nnc(-c3cccs3)n2C)C1 (centres undefined)	-9
Nc1ccc(Oc2ccc([N+](=O)[O-])cc2)cc1	-13
Cc1cc(NC(=O)c2cccc(S(=O)(=O)NCc3ccc4c(c3)OCO4)c2)no1	-1
CN1CCNC(=O)C12CCN(C(=O)c1ccc3sc(N)nc3c1)CC2	-12
CC1(C)CC(=O)c2c(nn(-c3ccccc3)c2-c2ccccn2)C1	-12
Cc1cc(C(=O)N(CC2CCN(C3Cc4ccccc4C3)CC2)CC2CCCO2)c(C)o1 (centres undefined)	3
O=S1(=O)CCC(=NNc2ccc(Cl)cc2)c2cc(F)ccc21	-6
Cc1nc(N2CCN(C3CCS(=O)(=O)C3)CC2)c(C)c(-n2cccn2)n1 (centres undefined)	-7
CCOC(=O)CNc1c(-c2ccc(OC)c(OC)c2)nc2ccc(Cl)cn12	-2
Cc1ccccc1N1CCN(C(=O)c2ccc3c(c2)NC(=O)CO3)CC1	9
Oc1ccc2cccnc2c1	-6
CCN(CC(=O)NC(C)C)Cc1nnnn1-c1ccc(C(F)(F)F)cc1	1
O=c1c2cc3c(cc2nc2sc(Nc4ccc(F)c(F)c4)nn12)OCO3	5
CCOc1ccc(-n2c(C)c(C)n3c4c(=O)n(C(C)C(C)=O)c(=O)n(C)c4nc23)cc1 (centres undefined)	-7
COCCC(C)(O)CNC(=O)Nc1ccccc1F (centres undefined)	-2
CC(C)Cc1cc(CNC(=O)C2CCCN2S(C)(=O)=O)no1 (centres undefined)	-7
c1cc(-c2ccc(CN(Cc3ccsc3)CC3CCCO3)s2)[nH]n1 (centres undefined)	-15
Cc1c(S(=O)(=O)CCNC(=O)NC(C)(C)C)c2ccccc2n1Cc1ccc(F)cc1	-9
O=C(Nc1cc(F)c(N2CCCC2)c(F)c1)N1CCSCC1	-2
Cc1nn(-c2ccccc2Cl)c(Cl)c1CNCc1ccccc1	3
COc1cccc(-c2cccc(NC(=O)C3CCN(Cc4ccc5nonc5c4)CC3)c2)c1	-3
Cc1cc(=O)oc2cc(CN(C)Cc3nncn3C(C)C)ccc12	-27
Cc1ccccc1OCC1=NN2C(=N)/C(=C/c3ccc4c(c3)OCO4)C(=O)N=C2S1	0
Cc1n[nH]c(=S)n1C1CCCCC1	-2
CC(=O)c1ccc(-n2c(CC(=O)O)cc3c2CC(C)(C)CC3=O)cc1	-15
COCCn1c(N)cc(=O)n(CC(=O)NC2CCCC(C)C2C)c1=O (centres undefined)	-8
Cc1cccc(CNC(=O)C(C2CCCC2)N2CCN(C(=O)CCc3ccccc3)CC2)c1 (centres undefined)	-6
CCOC(=O)C1(C)CCCCCN1C(=O)c1ccco1 (centres undefined)	8
COCc1noc2c1C(c1ccc(F)cc1)C(C#N)C(N)=N2 (centres undefined)	-18
C=CCNC(=O)C1CCC(=O)N1C1CCCCC1 (centres undefined)	-8
Cc1nc(N2CCOCC2)nc(N(C)C)c1[N+](=O)[O-]	-4
Cc1ccccc1C(=O)Nc1cc(C(=O)NCCC(N)=O)ccc1F	-7
O=C1NCC2(CCN(C(=O)c3ccc4cccc(Cl)c4n3)CC2)O1	-22
Cn1ccnc1-c1ccc(NC[C@H]2CCc3ccccc3O2)nn1	-7

Compound activity (PubChem BioAssay)

These rows are one share of the data. The share of hits here may be higher or lower than overall.
